Bioassay records (PubChem)
JMJD2A Tudor inh = JMJD2A Tudor domain (human) inhibition. AID 504339. Potency, µM (top dose mostly 114 µM), without a hit: at the top dose activity change, negative = inhibition, usual class: inhibitors. actives 4.4% (n = 390,000). O75164. AlphaScreen JMJD2A-Tudor / H3K4me3 peptide binding; note: % is set by controls: 0 for no effect and ±100 for the full control effect; nearly all actives have a fitted effect of over 50% in size
Pol beta inh = DNA polymerase beta (human) inhibition. P06746. Pol beta primer extension/strand displacement, fluorescence kinetic. Potency, µM (doses to about 114 µM), inactives show at the highest dose activity change, negative = inhibition, most hits filed as inhibitors. actives 1.3% (n = 340,000); note: % is set by controls: 0 for no effect and ±100 for the full control effect
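Kinetic readout of DNA synthesis with strand displacement by Pol beta. Compound and 10 nM enzyme sit 15 min at room temperature; 50 nM substrate starts the reaction, read immediately and at 10 min.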
POLI inh = inhibitors of human DNA polymerase iota | Q9UNA4 | Pol iota fluorescent replication assay, 10 min | Potency, µM (top dose mostly 115 µM), for inactives: at the highest dose activity, negative = inhibition, most hits filed as inhibitors | actives 1% (n = 390,000)
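Pol iota at 10 nM preincubated 15 min with compounds at room temperature; reaction started with fluorescent substrate, 50 nM final. Fluorescence read kinetically at 0 and 10 min; buffer-only wells as negative control.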
G9a block = G9a (human) methyltransferase inhibition | Q96KQ7 | G9a H3K9 monomethylation, AlphaScreen, 2 h | Potency, µM (doses to about 102 µM), inactives show at the top dose activity, negative = inhibition, usual class: inhibitors | actives 8.8% (n = 350,000); note: % is set by controls: 0 for no effect and ±100 for the full control effect; nearly all actives have a fitted effect of over 75% in size
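Quantitative HTS format: methyltransferase activity on a biotin-tagged H3K9 peptide is measured by AlphaScreen, using a rabbit anti-monomethyl-H3K9 antibody with streptavidin donor and anti-IgG acceptor beads. Final levels are 20 nM enzyme, 500 nM peptide, 20 uM SAM; 2 h RT.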
APE1 inh = inhibitors of human APE1 endonuclease | actives 0.35% (n = 350,000) | Potency, µM (doses to about 65.8 µM), for the others: at the top dose activity change, negative = inhibition, usual class: inhibitors | recombinant APE1, TAMRA/BHQ-2 abasic DNA cleavage fluorescence | AID 2517 | P27695;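 note: plate controls were vehicle for no effect and reference inhibitor for full effect; nearly all actives have a fitted effect of over 55% in size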
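0.75 nM APE1 + cpd, 15 min RT; start w/ 50 nM TAMRA/BHQ-2 THF-abasic dsDNA; kinetic fluor 525/598 nm ×3 reads @60 s; Δ(read3−read1); normalized to DMSO and NSC13755 control wells.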
BAZ2B block = blocks human BAZ2B; actives 4.4% (n = 360,000); Potency, µM (series often up to 114 µM), for inactives: top-dose activity change, negative = inhibition, hits mostly inhibitors; AlphaScreen BAZ2B-H3K14Ac peptide displacement; note: % is set by controls: 0 for no effect and ±100 for the full control effect; nearly all actives have a fitted effect of over 60% in size
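AlphaScreen displacement: compounds (up to 110uM) incubated 30 min at room temperature with a preformed 50 nM BAZ2B/50 nM biotinylated H3K14Ac peptide complex in PBS pH 7.4 with Tween-20. Donor and acceptor beads at 10 ug/mL final added, 20 min light-protected before reading.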
POLK inh = inhibitors of human DNA polymerase kappa; Q9UBT6; purified Pol kappa, fluorescent DNA synthesis assay, 10 min; Potency, µM (top dose mostly 107 µM), without a hit: at the highest dose activity, negative = inhibition, hits mostly inhibitors; actives 0.53% (n = 400,000); note: % is set by controls: 0 for no effect and ±100 for the full control effect
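Readout: fluorescence, taken kinetically at 0 and 10 min. Conditions: 10 nM Pol kappa, 15 min RT compound preincubation, 50 nM substrate final. Controls: enzyme-free buffer wells.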
POLH inh = DNA polymerase eta (human) inhibition; Q9Y253; Potency, µM (series often up to 114 µM), for the others: at the highest dose activity change, negative = inhibition, actives largely listed as inhibitors; actives 1.2% (n = 390,000); recombinant Pol eta, fluorescent DNA replication assay; note: % is set by controls: 0 for no effect and ±100 for the full control effect
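Pol eta at 10 nM preincubated with compounds 15 min at room temperature; reaction started with fluorescent substrate (50 nM final) and read kinetically at 0 and 10 min.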
BLM helicase inh = blocks DNA unwinding by human BLM helicase. recombinant BLM DNA unwinding, fluorescence dequenching. actives 0.2% (n = 350,000). P54132. Potency, µM (titrated, usually from 56.1 µM), for inactives: top-dose activity change, negative = inhibition, hits mostly inhibitors;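 note: plate controls were vehicle for no effect and no enzyme for full effect; nearly all actives have a fitted effect of over 35% in size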
Active calls of the source: *; ? = inconclusive; nt = no result given; & = joins results of further samples; [ ] = another dose, or the depositor's remark. Calls come from the whole dose curve; as a rule, active = well fitted curve in the direction sought with a large enough effect; inconclusive = small, poorly fitted or top-dose-only effect, or another doubt; inactive = no such curve, though single readings can be large; an effect the other way counts as inactive or inconclusive. Potency is the fitted concentration of half-maximal effect. Some of the compounds tested (hit frequency here may not be typical).

item	mol	JMJD2A Tudor inh	Pol beta inh	POLI inh	G9a block	APE1 inh
1	CCCc1cc(Nc2c(C)n(C)n(-c3ccccc3)c2=O)n2c(nc3ccccc32)c1C#N	-5%[57.1 µM]	-23%	6%	-21%[12.7 µM]	0%
2	CCC(CC)NC(=O)c1oc2ccccc2c1COc1ccccc1	60%[activator]	16%[57.1 µM]	-1%	-43%	-8%
3	Cc1ccc(Cl)cc1N(C)C(=O)Cn1ncc2c([nH]c3ccccc32)c1=O	-22%	19%	-9%	3%	12%
4	CCOc1cc(C(=O)Nc2ccc(S(=O)(=O)N3CCOCC3)cc2)cc(OCC)c1OCC	-8%	3%	-3%	?	-1%
5	CCOC(=O)CNc1nc(Oc2ccc(=O)n(C)n2)nc(N(CC)CC)n1	-8%&-11%	-21%&-9%	6%&1%	3%[59 µM]	-2%
6	COc1ccc(CNC(=O)CN2C(=O)CSc3ccc(S(=O)(=O)N4CCCC4)cc32)cc1	-6%	-8%	13%	-5%[59 µM]	nt
7	C[C@H](NC(=O)c1ccccc1)C(=O)N1CCC2(CC1)NCCc1[nH]cnc12	?	-27%	32%[activator]	-24%	5%
8	O=C(CCN1CCC(c2ccccc2)C1)c1cccs1 (configuration not stated)	-13%	-12%	-19%	?	19%

item	BAZ2B block	POLK inh	POLH inh	BLM helicase inh
1	7%	-20%	5%	-10%
2	79%[activator]	-24%	-20%	-7%
3	-23%	-18%	-10%	-7%
4	2%	-1%	2%	-4%
5	-13%&-9%	7%[60.1 µM]	0%&-14%	-7%&3%
6	-3%	-4%	-21%	-1%
7	-9%	-23%	-20%	0%
8	-4%	0%	10%	-4%

(listing goes on)
item	mol	JMJD2A Tudor inh	Pol beta inh	POLI inh	G9a block	APE1 inh
9	Cc1cc(C(=O)N/N=C2\CC(=O)CC(C)(C)C2)n[nH]1	3%	19%	27%	-5%[0.0925 µM]	-7%
10	CCN(CC)C(c1ccc(C)cc1)c1nnnn1C1CCCCC1 (configuration not stated)	-31%	2%	?	4%[59 µM]	-2%
11	COc1ccc(CNC(=O)c2ccc3c(c2)nc2n3CCC(C)C2)c(OC)c1 (configuration not stated)	-19%	-26%	-4%	-3%[59 µM]	nt
12	CCOC(=O)N1CCc2c(sc3c2c(=O)n(-c2ccc(CC)cc2)c(=O)n3CC(=O)Nc2ccc(C)cc2)C1	-15%	1%	13%	-16%[59 µM]	nt
13	CN(C)S(=O)(=O)c1cccc(NC(=O)c2ccc(COc3ccccc3)cc2)c1	-16%	-23%	-9%	12%	26%
14	CC(=NCCc1ccccc1)C1=C(O)CCC1=O	-10%	17%	-1%	-1%	-1%
15	CCOC(=O)c1c(NC(=O)C2CCCO2)sc(C(N)=O)c1C (configuration not stated)	-14%	3%	61%[activator]	?	4%
16	COc1cc(NC(=O)CN2C(=O)NC(c3ccccc3)(c3ccccc3)C2=O)c(C)cc1[N+](=O)[O-]	?	25%	1%	-15%	-6%

item	BAZ2B block	POLK inh	POLH inh	BLM helicase inh
9	3%	-2%	-12%	-3%
10	7%	-7%	-15%	-3%
11	-4%	-8%[60.1 µM]	1%	-3%
12	-6%	-23%	-7%	-3%
13	-17%	-4%	-14%	-13%
14	-3%	6%	-2%	-3%
15	-33%	-2%	9%	-11%
16	-34%	-10%	-21%	-10%

Continuation:
item	mol	JMJD2A Tudor inh	Pol beta inh	POLI inh	G9a block	APE1 inh
17	Cc1ccc(-c2csc(NC(=O)C3=COCCO3)n2)cc1	-17%	0%	3%	?	9%
18	Cc1ccc(N=Nc2ccc(N)cc2C)c(S(N)(=O)=O)c1	8.9µM*	?	94%[activator]	20µM*	-2%
19	CCCSc1cc(N)cc([N+](=O)[O-])c1	-21%	0%	50%[activator]	-21%	?
20	COc1ccccc1NC(=O)Cn1c(=O)oc2ccccc21	-8%	-1%	26%	13%[59 µM]	0%
21	CC(=O)Nc1cccc(C(=O)NC2CCCc3c2cnn3-c2cc(C)cc(C)c2)c1 (configuration not stated)	-11%	35%	30%[activator]	nt	-1%
22	CC1=CC(C)(C)N2C(=O)C3(NCCc4c3[nH]c3ccccc43)c3cccc1c32 (configuration not stated)	-9%	-22%	90%[activator]	0%	7%
23	COc1ccc(NS(=O)(=O)c2ccc(C)c(NC(=O)NC3CCCCC3)c2)cc1	-31%	-10%	-3%	7%[59 µM]	3%
24	CC(C)CCc1c(O)nc(SCC(=O)N2CCCCCC2)[nH]c1=O	nt	6%	nt	16%	3%

item	BAZ2B block	POLK inh	POLH inh	BLM helicase inh
17	-5%	-10%	-16%	2%
18	50µM*	0%	?	-6%
19	0%	-10%	-15%	-4%
20	-4%	-7%	-4%	0%
21	-26%	6%	-10%	-9%
22	-7%	-10%	-8%	-5%
23	-29%	-12%	-20%	-6%
24	?	nt	nt	-2%

Structural class: those above containing a nitro group on carbon (two)
item	mol	JMJD2A Tudor inh	Pol beta inh	POLI inh	G9a block	APE1 inh
16	COc1cc(NC(=O)CN2C(=O)NC(c3ccccc3)(c3ccccc3)C2=O)c(C)cc1[N+](=O)[O-]	?	25%	1%	-15%	-6%
19	CCCSc1cc(N)cc([N+](=O)[O-])c1	-21%	0%	50%[activator]	-21%	?

item	BAZ2B block	POLK inh	POLH inh	BLM helicase inh
16	-34%	-10%	-21%	-10%
19	0%	-10%	-15%	-4%

Further results.
item	mol	JMJD2A Tudor inh	Pol beta inh	POLI inh	G9a block	APE1 inh
25	CCC(NC(=O)c1ccccc1NC(=O)c1ccccc1)C(=O)O (configuration not stated)	-15%	22%	8%	19%[59 µM]	-4%
26	CC(C)(C)c1cc(NS(=O)(=O)c2ccc3c(c2)OCCO3)on1	-34%	16%	-4%	-6%[59 µM]	6%
27	O=C(OCc1cc(=O)n2c(n1)sc1ccccc12)c1cccc(O)c1	35µM*	22µM*	45µM*	-4%[59 µM]	3%
28	NC(=O)c1ccc(NC(=O)COC(=O)CCCOc2ccccc2)cc1	1%	nt	14%	?	8%
29	CCn1ccc(C(=O)NC2=C(C#N)CCC2)n1	-8%[11.4 µM]	15%	-13%	?	-4%
30	COc1ccc2c(CCNC(=O)CN3C(=O)c4ccccc4C3=O)c[nH]c2c1	7%	10%	0%	-23%[59 µM]	1%
31	CCOC(=O)c1c(N)sc(C(=O)OCCOC)c1C	-22%[57.1 µM]	5%	17%	11µM*	-2%
32	CC(=O)c1cccc(NC(=O)N2C3CCC2CC(O)(c2cccnc2)C3)c1 (configuration not stated)	1%	-22%	-9%	-3%[59 µM]	-1%

item	BAZ2B block	POLK inh	POLH inh	BLM helicase inh
25	?	7%	0%	5%
26	3%	-17%	0%	4%
27	-45%	50µM*	?	-16%
28	5%	-2%	-14%	nt
29	-24%[57.1 µM]	-7%	-9%	1%
30	?	17%	-8%	-2%
31	-20%	5%	-13%	-3%
32	6%	2%	5%	-1%

Profiles, quoted from the list. Order of values: JMJD2A Tudor inh | Pol beta inh | POLI inh | G9a block | APE1 inh | BAZ2B block | POLK inh | POLH inh | BLM helicase inh
`CCC(NC(=O)c1ccccc1NC(=O)c1ccccc1)C(=O)O` (configuration not stated) is listed as -15% | 22% | 8% | 19%[59 µM] | -4% | ? | 7% | 0% | 5%
`O=C(OCc1cc(=O)n2c(n1)sc1ccccc12)c1cccc(O)c1` is listed as 35µM* | 22µM* | 45µM* | -4%[59 µM] | 3% | -45% | 50µM* | ? | -16%
`CC(C)(C)c1cc(NS(=O)(=O)c2ccc3c(c2)OCCO3)on1` is listed as -34% | 16% | -4% | -6%[59 µM] | 6% | 3% | -17% | 0% | 4%

Other results.
item	mol	JMJD2A Tudor inh	Pol beta inh	POLI inh	G9a block	APE1 inh
33	CC(C)N(C)Cc1nnnn1CC(=O)N(C)Cc1cccc(Cl)c1	10%	-11%	-12%	nt	5%
34	CC1(C)Cc2c(C#N)c(SCc3ccccc3)nc(N3CCOCC3)c2CO1	-8%	7%	10%	-32%[0.0925 µM]	12%
35	Cc1[nH]c2ccccc2c1C1C(c2ccccc2)=NN=C(C(C)C)N1O (configuration not stated)	-34%	7%	-16%	6.3µM*	4%
36	O=C(O)c1cccc(S(=O)(=O)N2CCc3ccccc3C2)c1	-2%	41%	190%[activator]	-26%	16%
37	COc1ccccc1CN1CC(C(=O)NCCN2CCNC2=O)CCC1=O (configuration not stated)	0%	3%	-7%	-1%	0%
38	CCCN(Cc1nnc(-c2ccccc2Cl)o1)C(=O)c1cc2ccccc2o1	-5%	nt	-13%	-9%	-14%
39	Nc1ncnc2c1nc(Sc1ccc(Cl)cc1)n2[C@H]1O[C@@H]2COP(=O)(O)O[C@H]2[C@@H]1O	nt	-2%[57.1 µM]	-6%[58.9 µM]	24%[12.7 µM]	-7%
40	CCn1c(=O)c(C(=O)NCCCO)c(O)c2ccccc21	28µM*	-20%	-2%	?	3%

item	BAZ2B block	POLK inh	POLH inh	BLM helicase inh
33	-8%	3%	-10%	-1%
34	3%	-8%	-1%	-12%
35	-31%	-4%	-11%	-2%
36	?	10%	-12%	-1%
37	0%	-16%	-8%	1%
38	1%	0%	-3%	nt
39	nt	nt	1%[57.1 µM]	nt
40	nt	-1%	-5%	3%

Next part.
item	mol	JMJD2A Tudor inh	Pol beta inh	POLI inh	G9a block	APE1 inh
41	Cc1cc(Cl)c(S(=O)(=O)Nc2cccc(O)c2)cc1OCC(N)=O	-6%	-2%	-2%	5%[59 µM]	-1%
42	COc1ccc(-c2nc3ccccc3o2)cc1NC(=O)c1ccc(-c2ccc(C)c(Cl)c2)o1	-3%	-12%	7%	-4%[59 µM]	nt
43	O=C(Nc1ccc([N+](=O)[O-])cc1Br)c1cc2ccccc2nc1Cl	-7%	0%	32%[activator]	21%[59 µM]	8%
44	CCOc1ccc(C(=O)c2cnc3ccc(Cl)cc3c2S(=O)(=O)c2ccc(C)cc2)cc1	-29%	6%	12%	4%[59 µM]	nt

item	BAZ2B block	POLK inh	POLH inh	BLM helicase inh
41	?	-15%	-7%	4%
42	2%	-4%	-5%	-5%
43	3%	-3%	-13%	-2%
44	-8%	-15%	-9%	-5%
